Hsp70 act: switches on Hsp70 transcription; HeLa Hsp70 promoter luciferase reporter, luminescence; scaled: vehicle 0, proteasome-inhibitor control 100%; activation, % at 10 µM; AID 1203; hit rate 0.04% among 200,000;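 active means activation above the mean across all tested compounds plus 3 SD, cutoff set per campaign, cut at about 5.5% in these data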;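 further: 100% = MG132 at 30 µM as the positive control and 0% = DMSO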
DTT redox prof: compounds producing H2O2 with reducing agent – biochemical, NIH compound library profiling, artefact control for MLSCN library redox annotation, primary screen; DTT-dependent redox cycling H2O2, phenol red/HRP absorbance; 100% = 100 µM peroxide control, 0% = buffer; activation, % at 10 µM; hit rate 0.03% among 200,000; AID 878;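 active means activation of at least 50% relative to the plate's high and low controls in the primary single-dose screen; inactive means activation below 50%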;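 further: compound incubated with DTT at 0.8 mM final as the reducing agent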
Diaph act CS: activates diaphorase or chemically reduces, flagging diaphorase assay artifacts | activation factor at 20 µM | AID 1229 | hit rate 0.005% among 190,000 | Diaphorase/resazurin coupled assay, resorufin fluorescence, 16 min; active compounds read high; 1 = vehicle wells, 0 = NADH-free wells;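 active means diaphorase activity raised at least twofold by the compound at 20 µM; inactive means activation factor below 2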
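Material: purified diaphorase enzyme from Clostridium kluyveri / Medium: HEPES pH 7.4 buffer with MgCl2 and Tween 20 / Schedule: enzyme reaction of 16 min at room temperature / Measured by: resorufin fluorescence, excitation 544 nm, emission 590 nm / Evaluation: rise in resorufin formation, marking diaphorase activation or chemical reduction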
PMI act hi M6P: PMI (human) activation, high substrate | P34949 | coupled PMI enzyme assay, resazurin fluorescence, 20 min; active compounds read high; 1 = untreated enzyme, 0 = substrate-free blank | activation factor at 20 µM | hit rate 0.34% among 190,000 | AID 1216;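 active means activation factor of 2 or more at 20 µM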
Target sequence (P34949 whole entry, looked up): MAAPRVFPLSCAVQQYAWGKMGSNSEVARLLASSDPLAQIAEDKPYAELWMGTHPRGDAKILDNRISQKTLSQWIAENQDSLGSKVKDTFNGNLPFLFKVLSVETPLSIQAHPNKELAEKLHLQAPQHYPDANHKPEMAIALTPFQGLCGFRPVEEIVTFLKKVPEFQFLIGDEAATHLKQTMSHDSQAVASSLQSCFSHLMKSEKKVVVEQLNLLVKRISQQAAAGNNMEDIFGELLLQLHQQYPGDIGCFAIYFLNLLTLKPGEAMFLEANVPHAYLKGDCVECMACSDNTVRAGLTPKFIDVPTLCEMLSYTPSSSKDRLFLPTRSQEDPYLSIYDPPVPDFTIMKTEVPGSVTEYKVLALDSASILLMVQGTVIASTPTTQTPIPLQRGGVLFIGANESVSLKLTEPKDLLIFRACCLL
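assay system = human phosphomannose isomerase with PGI, G6PDH, diaphorase coupling enzymes | quantity = 15 ng/mL PMI | incubation = enzyme reaction with compound 20 min at room temperature | medium = HEPES pH 7.4 buffer with MgCl2 and Tween-20 | compound dosing = one concentration, 20 µM, in 1% DMSO | measured by = Diaphorase-driven resazurin-to-resorufin fluorescence, excitation 544, emission 590 nm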
TLR4 MyD88 comp: blocks binding of human TLR4 to MyD88; O00206+Q99836; hit rate 0.18% among 200,000; inhibition, % at 8.4 µM; AID 861; HeLa CL3-4 TLR4/MyD88 BLA complementation, FRET ratio; in the data active means inhibition above about 25%;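 further: 0% = vehicle and 100% = reference inhibitor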
Lmaj promast: reduces viability of Leishmania major promastigotes. resazurin fluorescence viability. inhibition, % at 10 µM. hit rate 9% among 200,000. AID 1063;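 further: promastigotes grown with compound for 44 hours at 28 °C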
S1P3 antag: blocks the human S1P3 receptor. hit rate 0.27% among 170,000. CHO S1P3 NFAT-BLA reporter, FRET fluorescence, antagonist mode. Q99500. inhibition, % at 4.98 µM;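 active means inhibition above the plate cutoff, the mean inhibition of test wells on that plate plus 3 SD, cut at about 28% in these data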;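 further: cells challenged with S1P at its EC80 of 0.8 µM; blue over green emission ratio from cleaved BLA substrate after 4 h stimulation; 0% = S1P-stimulated wells and 100% = unstimulated DMSO-only wells; some compounds past the cut are filed as inactive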
Target sequence (Q99500 whole entry, looked up): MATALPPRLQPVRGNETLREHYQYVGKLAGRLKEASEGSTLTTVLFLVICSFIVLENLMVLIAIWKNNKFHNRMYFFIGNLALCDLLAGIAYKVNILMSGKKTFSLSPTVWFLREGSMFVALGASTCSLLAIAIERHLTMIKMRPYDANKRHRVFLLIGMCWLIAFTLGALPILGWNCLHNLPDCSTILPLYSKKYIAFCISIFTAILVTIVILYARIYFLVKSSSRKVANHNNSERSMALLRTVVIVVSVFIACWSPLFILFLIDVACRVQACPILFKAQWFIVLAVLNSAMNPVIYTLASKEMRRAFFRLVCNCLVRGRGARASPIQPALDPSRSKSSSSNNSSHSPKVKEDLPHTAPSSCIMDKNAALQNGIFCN
PMI activator: activators of human phosphomannose isomerase; P34949; purified human PMI, coupled resazurin fluorescence, 20 min; active compounds read high; 1 = vehicle control, 0 substrate-free wells; activation factor at 20 µM; hit rate 0.005% among 190,000; AID 1214;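 active means activation factor of 2 or more at 20 µM, relative to plate controls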
G6PDH counter: inhibits Leuconostoc G6PDH, flagging false hits in G6PDH-based assays. inhibition, % at 5 µM. Purified L. mesenteroides G6PDH, diaphorase/resazurin coupled fluorescence, 45 min. hit rate 0.12% among 200,000
RAM inhibit: yeast RAM network inhibition | S. cerevisiae dse1pr::URA3 reporter, 5-FOA growth OD615, 2 d; analog-sensitive cbk1-as2 kinase mutant strain | inhibition, % at 50 µM | hit rate 1.8% among 190,000 | AID 868;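 active means inhibition above a set limit, 3 SD over mean compound inhibition, cut at about 8.4% in these data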;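 further: 0% = DMSO-only wells with no growth and 100% = 10 µM 1-NA-PP1 full growth; inhibition rescues growth on 5-FOA so higher OD means more RAM inhibition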
Diaph inh CS: counter-screen for diaphorase-based assays: diaphorase inhibitors and chemical oxidizers; diaphorase resazurin-to-resorufin fluorescence, NADH, 16 min; bacterial (C. kluyveri) enzyme, not human; inhibition, % at 20 µM; hit rate 0.69% among 190,000; AID 1217;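 active means primary screen inhibition at 20 µM above a set limit, cut at about 50% in these data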;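 further: plate controls were DMSO with full reaction for no effect and wells lacking NADH for full effect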
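Test system: bacterial diaphorase enzyme (C. kluyveri); Quantity: 0.14 U/mL diaphorase, enzyme working solution; Times: reaction incubation of 16 min at room temperature; Measured by: fluorescence of resorufin formed from resazurin, Ex 544/Em 590 nm; Benchmarks: positive control minus NADH, DMSO neutral control.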
Numbers without * were called inactive; x = not tested or not shown. Unless noted, no stated cut-off is given here; in the data, active means inhibition above about 50%; inactive means the rest.

SMILES	Hsp70 act	DTT redox prof	Diaph act CS	PMI act hi M6P	TLR4 MyD88 comp	Lmaj promast	S1P3 antag	PMI activator	G6PDH counter	RAM inhibit	Diaph inh CS
COc1ccccc1C(OC(=O)c1ccco1)C(=O)NC(C)(C)C (stereo not drawn)	-0.3	-0.1	0.9	1	5	2	-25	1	17	-0.3	8
COc1ccc(Oc2nnc(-c3ccccc3)cc2C#N)cc1	-0.3	3.6	0.9	1	1	-3	x	1.1	6	2.2	5
CCOc1ccc(N(CC(=O)Nc2cccc(OC)c2)S(=O)(=O)c2c(C)noc2C)cc1	-0.4	-0.4	0.8	0.8	-11	13	-16	0.8	-15	2.5	23
COC(=O)c1ccc(OCc2cc(=O)n3ccsc3n2)cc1	-0.2	-0.8	1	0.9	6	-5	-6	0.9	29	1.6	3
O=C1CC(N2CCN(C/C=C/c3ccccc3)CC2)C(=O)N1Cc1cccs1 (stereo not drawn)	0.1	2.7	0.9	1	14	89*	-16	1	-15	0.9	9
CCN(C(=O)c1cc(Cl)ccc1OC)c1ccccc1	0.0	0.0	0.9	0.9	5	12	7	0.9	4	-1.4	10
Cc1ccccc1NC(=O)N1CCN(S(=O)(=O)c2ccccc2)CC1	0.0	-1.2	1.1	1	4	6	5	1	5	2.5	-7
COC(=O)c1ccc(COc2ccc(-c3nnn(CC(=O)NC(C)(C)C)n3)cc2)cc1	-0.3	1.2	1	1.1	1	-3	13	1	-2	6.7	0
Oc1oc(-c2ccccc2Br)nc1C=Nc1ccc(Br)cn1	-0.1	0.8	1.1	1.1	2	-6	-19	1.1	1	2.3	-10
O=C(c1ccccc1Oc1ccccc1)N1CCN(c2ccccc2)CC1	-0.1	2.9	0.8	0.8	2	10	40	0.9	4	-0.9	21
CCOC(=O)c1cc(NC(=O)c2cnccn2)cc(C(=O)OCC)c1	-0.3	1.9	0.9	0.9	-2	-1	5	0.9	-2	1.4	13
COc1cccc(NC(=O)COC(=O)COc2ccccc2[N+](=O)[O-])c1	-0.1	-0.4	0.8	1	-7	-7	-6	1.1	-5	0.3	19
COc1ccc(C(=O)NC(CO)c2nnc(SCc3ccc(Cl)c(Cl)c3)n2C)cc1 (stereo not drawn)	-0.2	-1.8	1	1	-5	-3	x	1	1	1.1	-1
Cc1cc(NC(=O)c2cccs2)n(-c2ccccc2)n1	-0.3	0.2	1	1	-11	-5	x	1	5	-1.4	-2
OCCNCc1cc(Br)ccc1OCc1ccccc1Cl	-0.5	0.3	0.9	1	13	12	12	0.9	-4	-1.6	9
COc1ccc(C(=O)CN2C(=O)C(C)(C)Oc3ccc(C(=O)N4CCCCCC4)cc32)cc1	-0.2	-0.3	0.8	0.9	-13	15	-24	1	4	-0.4	19
Cc1ccc(NC2OC(C(O)CO)C(O)C2O)cc1[N+](=O)[O-] (stereo not drawn)	0.2	-4.9	1.1	1.1	-4	2	x	0.9	-1	1.9	-12
COc1ccccc1-c1nnc(SCC(=O)N2CC(C)CC(C)C2)o1 (stereo not drawn)	-0.2	0.8	0.9	0.9	-11	12	-32	0.9	-4	-0.9	10
Nc1cc(OC(=O)c2cccs2)nn1S(=O)(=O)c1ccccc1	-0.1	-0.5	0.9	0.9	-2	-5	6	0.9	-13	3.5	10
NC(=O)CC1SC(N)=NC1=O (stereo not drawn)	-0.4	-0.2	1	1.1	-12	-4	x	1.1	1	0.4	3
O=C(CN1C(=O)NC2(CCSC2)C1=O)N1CCN(c2ccc(F)cc2)CC1 (stereo not drawn)	-0.2	-0.1	0.9	2.1*	-18	-1	x	1.6	0	x	14
O=S(=O)(Cc1ccccc1)Nc1ccc(S(=O)(=O)NCC2CCCO2)cc1 (stereo not drawn)	-0.4	2.5	1	1	5	9	3	1	7	-0.1	4
CCOc1ccc(NC(=O)NCc2ccco2)cc1	0.1	-0.9	0.9	1.1	-7	-2	10	1.1	11	-0.8	8
COc1cccc(C(=O)Nc2ccc(N3CCN(S(C)(=O)=O)CC3)cc2)c1	0.1	-0.1	0.9	1	-2	-1	x	1	1	2.6	14
Cc1ccc(N2C(=O)c3ccccc3C2Nc2ccc(S(=O)(=O)N3CCOCC3)cc2)nc1 (stereo not drawn)	-0.2	-1.1	0.8	0.9	2	1	x	0.9	3	1.0	17

The list continues.
SMILES	Hsp70 act	DTT redox prof	Diaph act CS	PMI act hi M6P	TLR4 MyD88 comp	Lmaj promast	S1P3 antag	PMI activator	G6PDH counter	RAM inhibit	Diaph inh CS
COc1ccc(NC(=O)CSc2nc3c(c(=O)n2-c2ccccc2OC)SCC3)cc1	0.0	-0.2	0.9	1	7	3	7	0.9	-32	3.5	12
Cc1cc(C)nc(SC(C)CNS(=O)(=O)c2ccccc2)n1 (stereo not drawn)	0.1	-0.8	0.9	1	1	-8	1	1	4	-0.1	6
O=C(CSCc1ccc(Cl)c(Cl)c1)Nc1c[nH]c(=O)[nH]c1=O	-0.3	-0.1	0.9	1	-2	-2	8	1	-1	6.2	8
Cc1ccc(Oc2nn[nH]n2)cc1	0.3	-3.6	0.8	1	-8	-8	x	1	5	0.1	21
COc1cc(C(=O)NCc2cn3cccc(C)c3n2)cc(OC)c1OC	0.5	0.1	0.8	0.9	-4	-4	-22	0.9	0	0.6	16
Cc1ccccc1OCC(O)CN1CCN(CCN2C(=O)c3cccc4cccc(c34)C2=O)CC1 (stereo not drawn)	-0.7	0.7	1	1.2	12	100*	5	1.3	-17	0.5	0
Cc1c(CCC(=O)O)c(=O)oc2cc3occ(-c4ccc(F)cc4)c3cc12	-0.1	-0.2	0.8	0.9	-1	17	-14	0.9	2	1.3	16
O=C(COc1ccc(Br)cc1)Nc1cc(S(=O)(=O)N2CCCCC2)ccc1N1CCCCC1	-0.1	0.7	0.9	0.9	4	18	1	1	9	5.0	12
O=C(CSc1nc2ccccc2[nH]1)N1CCCCC1	-0.1	0.8	0.9	0.9	-6	-4	-15	0.9	0	-0.3	8
COc1ccc(NC(=O)Cn2c(=O)n(CC(=O)NCc3ccco3)c(=O)c3ccccc32)cc1	-0.2	-0.7	1	1	-5	-2	x	1	-3	5.0	2
CSc1nc(N)nc(-c2cccs2)c1C#N	-0.1	-6.5	0.9	1.1	-13	6	x	1.1	6	3.6	9
Cc1ccc(F)cc1NCC(=O)Nc1ccc(Cl)cc1F	-0.4	0.2	1	1.1	3	-8	4	1	-6	0.8	-4
O=c1[nH]cnc2c1sc1nc3c(c(-c4ccc(Cl)cc4)c12)CCC3	-0.3	0.1	0.7	0.9	5	3	x	0.9	7	4.1	31
Cc1ccc(N(Cc2ccco2)C(=O)c2cccc(S(=O)(=O)N(C)C)c2)cc1	-0.2	0.6	1	1	3	12	-6	1	6	-0.1	-2
CCOC(=O)CCCSc1nc2sc3c(c2c(=O)[nH]1)CCC3	-0.1	0.1	1	1	-6	9	x	1	5	3.5	4
CCNC(=O)CN(CCc1ccccc1)S(=O)(=O)c1ccc(OC)cc1	-0.1	0.4	0.9	1	3	-1	x	1	2	2.9	6
COc1ccc(C)cc1-n1nnnc1SCc1nc2ccccc2c(=O)[nH]1	-0.2	-1.8	0.9	1	4	2	-4	1.1	6	2.7	7
Cc1ccn(C(=O)c2ccc(NC(=O)C3CCCCC3)cc2)n1	0.3	1.2	0.9	1	-17	0	11	1	-15	1.1	10
Cc1ccc(N2C(=O)C3C4C=CC(CNC(=S)Nc5ccc(F)cc5)(O4)C3C2=O)cc1 (stereo not drawn)	-0.3	-0.1	1	1.5	-13	67*	-8	1.3	10	0.0	-2
CCN(C(=O)Cc1cccs1)c1nnc(-c2cc(OC)c(OC)c(OC)c2)s1	-0.4	1.2	0.9	0.9	-13	11	x	0.8	1	2.7	15
COc1c(Cl)cnn(-c2ccccc2)c1=O	-0.2	-0.2	0.8	1	12	29	6	0.9	6	2.2	17
CCOC(=O)CN(C(=O)CSc1nnc(CNc2ccc(F)cc2)n1CC)c1ccc(F)cc1	-0.2	0.3	0.9	1	6	3	x	1	3	1.5	9
Cn1cc(CN2CC3C[C@@H]4CC2C[C@H](C3)C4)c(-c2ccc3c(c2)OCCO3)n1	-0.3	-0.8	0.9	0.9	-4	0	-11	0.8	16	0.9	11
O=S(=O)(c1ccc(NCC2CCCCC2)nc1)N1CCOCC1	0.3	1.4	0.8	0.9	1	2	18	1	-4	0.5	19
c1cncc(Nc2nc(-c3cccnc3)cs2)c1	-0.2	-2.0	0.8	0.9	-8	21	26	0.9	-2	0.3	21

Going on with the list:
SMILES	Hsp70 act	DTT redox prof	Diaph act CS	PMI act hi M6P	TLR4 MyD88 comp	Lmaj promast	S1P3 antag	PMI activator	G6PDH counter	RAM inhibit	Diaph inh CS
O=C(CSc1ncnc2c1oc1ccccc12)Nc1ccccc1C(F)(F)F	-0.3	-2.1	1	0.9	-2	-9	-12	0.9	-19	0.9	5
S=C(Nc1ccccc1Cl)NC1CCCCCC1	0.1	-0.3	1.1	1	-1	14	8	1.1	6	-0.8	-13
COC(=O)c1c(CSc2ccc(Cl)cc2)noc1C(=O)NCc1ccco1	-0.3	-4.3	0.9	1	6	-1	x	1	0	8.1	14
CCN(CC)CCNC(=O)C(=O)NCC1OCCN1S(=O)(=O)c1ccc([N+](=O)[O-])cc1 (stereo not drawn)	-0.2	-0.5	1	1	12	-4	5	1	3	2.4	4
COc1ccc(CNC(=O)C2CCC(CNc3c(N4CCOCC4)c(=O)c3=O)CC2)cc1 (stereo not drawn)	0.1	-1.6	0.9	0.9	-9	-5	x	0.9	-2	1.3	10
Cc1n[nH]c(=S)n1/N=C/c1ccc(Br)o1	-0.1	-6.4	0.9	1	10	-7	x	1	0	2.1	10
CC(C)c1ccc(OCC(=O)Nc2cccc3c2CCCC3)cc1	-0.4	0.5	0.9	1	-9	-1	x	0.9	18	1.6	7
CC1CCc2c(sc(NC(=O)Cn3nc(C(F)(F)F)c4c3CCCCC4)c2C#N)C1 (stereo not drawn)	-0.1	-4.6	1.2	1.1	-4	-8	x	1	-8	3.3	-15
Cc1ccc2c(c1)c1c(n2CC(O)Cn2ccnc2C)C(=O)CCC1 (stereo not drawn)	-0.1	0.8	0.8	0.9	14	-3	x	0.9	1	0.4	16

Source: PubChem
